Compound activity as filed in PubChem BioAssay.
PGC1a acetyl inh = PGC1a acetylation modulation, inhibitor mode | U2OS PGC1a acetylation, AlphaScreen anti-acetyl-lysine; with virally co-expressed GCN5 acetyltransferase | inhibition, % at 15.6 µM | actives 0.17% (n = 350,000) | AID 651687;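 active = every replicate shows inhibition of at least 40%; inconclusive = mean inhibition at least 40% but some replicate below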;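 also: 0% = neutral control wells and 100% = positive control wells; some results beyond the cut were filed as inactive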
FN deposition inh = fibronectin deposition inhibition. AH1F fibroblasts, Alexa488-fibronectin deposition fluorescence, overnight. inhibition, % at 12.6 µM. actives 0.086% (n = 350,000);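 active = mean inhibition across replicates of 30% or more, regardless of how many single replicates reach that level; inconclusive = mean under 30% yet at least half of replicates reach 30%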;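 also: positive control wells lacked labelled fibronectin entirely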
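material = AH1F fibroblast monolayer depositing Alexa488-labelled fibronectin into matrix | amount = 10000 AH1F cells/well | buffer or medium = DMEM plus 2% serum, read in PBS | incubation = 1 h cell adhesion before compound, then overnight fibronectin incubation | detection = fluorescence at 485 nm excitation, 525 nm emission | evaluation = percent inhibition as loss of matrix-bound fibronectin fluorescence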
CFTR F508del cor = correctors of CFTR F508del function in bronchial epithelial cells. CFBE cells, YFP halide quenching; stimulated with forskolin plus potentiator P3; % fluorescence drop versus neutral controls. activity (quench increase), % at 7.58 µM. actives 0.36% (n = 350,000). AID 720511;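 active = mean added fluorescence quench of at least 8% versus neutral control, with both replicates also reaching 8%; inconclusive = only one of the mean or replicate conditions met; inactive = mean below 8% and not both replicates reaching 8%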;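 also: cells transiently co-express mutant CFTR-F508del with the halide-sensitive YFP; corrector assay measuring rescue of mutant channel to the surface after 24 h compound exposure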
Cneo AK release = Cryptococcus neoformans lysis via adenylate kinase release; AID 651654; lysis activity, % at 15 µM; C. neoformans lysis, adenylate kinase release luminescence, 4 h; normalised: neutral wells 0, clomiphene wells 100; actives 0.2% (n = 360,000);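 active = mean lysis activity across replicates of at least 80%, whatever share of replicates individually reach that level; inactive = mean lysis activity below 80%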
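Material: C. neoformans cells | Amount: Yeast cell density of 5 × 10^6 cells/mL | Medium: Fresh YPD growth medium | Dosing: Single dose | Times: Static 4 h at 37 °C with compound, 1 h detection | Detection: AK luminescence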
Statin myotox sup = suppression of simvastatin myotoxicity | C2C12 myotubes + simvastatin, ATP luminescence, 48 h; scaled: DMSO 0, geranylgeraniol control 100 | rescue of ATP level, % at 7.49 µM | actives 0.78% (n = 330,000) | AID 602340;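 active = mean ATP rescue above about 67%, or every replicate alone reaching that limit, limit read from the data, passing the limit was not always enough; inconclusive = no clear call, values can overlap the other calls; inactive = mean under the limit and some replicate under it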;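 also: myotubes were challenged with 10 µM simvastatin during compound exposure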
PglD DTNB = PglD (C. jejuni) enzyme inhibition. purified PglD enzyme, DTNB colorimetric CoA detection. inhibition, % at 12.5 µM. actives 0.098% (n = 360,000). AID 602405; in the data active = inhibition above about 16%, passing the limit was not always enough; inconclusive = no clear call, values can overlap the other calls; also: strong numbers were not always called active
miR-122 sensor = blocks miR-122 activity in Huh7 sensor cells; Huh7 miR-122 Renilla luciferase sensor, 48 h; neutral wells = 0, positive control = 100; activation (reporter increase), % at 12.5 µM; actives 0.3% (n = 340,000);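 active = mean replicate activation score at least 90 and every replicate individually at or above 90; inconclusive = only one of the two criteria met; inactive = neither criterion met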;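 also: higher luciferase means less miR-122 activity so hits act as miR-122 inhibitors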
INS-1E GSIS act = primary screen for activators of insulin secretion dependent on glucose, INS-1E cells, GLuc reporter luminescence; INS-1E GLuc reporter insulin secretion, 2-3 h; activation, % at 16.6 µM; actives 0.61% (n = 370,000); AID 743287;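 active = lowest replicate activation of at least 40%, so every replicate reaches that level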;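 also: 0% = median of neutral control wells and 100% = median of IBMX positive control wells; some compounds called inactive have numbers as strong as hits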
Numbers without * were called inactive; ? = inconclusive; / = not tested or not shown; & = joins results of further samples; [ ] = remark or other dose.

Preview, 4 compounds:
SMILES	PGC1a acetyl inh	FN deposition inh	CFTR F508del cor	Cneo AK release	Statin myotox sup	PglD DTNB	miR-122 sensor	INS-1E GSIS act
CCN(CC)C(=O)c1[nH]cnc1C(=O)Nc1cccc(C)c1	6	-5	-0.5	1	/	-1	3	/
CCOC(=O)C1=CC[C@@H](c2ccccc2Cl)N(S(=O)(=O)c2ccc(C)cc2)[C@H]1C(=O)OCC	-17	-3	0.0	-2	-10	0	8	-14
C[C@@H]1CN([C@H](C)CO)C(=O)Cc2cc(NC(=O)Cc3cn(C)c4ccccc34)ccc2O[C@@H]1CN(C)Cc1ccc(-c2ccccc2)cc1	-4	/	2.4	/	33	/	0[16.7 µM]	-29
COc1cc(CCC(=O)Nc2c(C(=O)N3CCN(c4ccccc4)CC3)oc3ccccc23)on1	-10	-14	-4.3	-2	-27	-2	42	-45

The whole of this part (from the top)
SMILES	PGC1a acetyl inh	FN deposition inh	CFTR F508del cor	Cneo AK release	Statin myotox sup	PglD DTNB	miR-122 sensor	INS-1E GSIS act
CCN(CC)C(=O)c1[nH]cnc1C(=O)Nc1cccc(C)c1	6	-5	-0.5	1	/	-1	3	/
CCOC(=O)C1=CC[C@@H](c2ccccc2Cl)N(S(=O)(=O)c2ccc(C)cc2)[C@H]1C(=O)OCC	-17	-3	0.0	-2	-10	0	8	-14
C[C@@H]1CN([C@H](C)CO)C(=O)Cc2cc(NC(=O)Cc3cn(C)c4ccccc34)ccc2O[C@@H]1CN(C)Cc1ccc(-c2ccccc2)cc1	-4	/	2.4	/	33	/	0[16.7 µM]	-29
COc1cc(CCC(=O)Nc2c(C(=O)N3CCN(c4ccccc4)CC3)oc3ccccc23)on1	-10	-14	-4.3	-2	-27	-2	42	-45
O=C(NCc1ccccc1)C1=C[C@H](C2CC2)C[C@H](OCc2ccc(CO)cc2)O1	-5&-17	0	0.1&2.2	6&1	1	3&4	1	-22
COc1ccc(-c2ccccc2[C@@H]2[C@H](C#N)N(C(=O)C3CC3)[C@H]2CO)cc1	4	-22	0.8	/	/	/	/	1
COc1ccc(S(=O)(=O)Nc2ccccc2OC)cc1NC(=O)Cc1cccs1	-8	-5	/	-3	-11	-12	33	20
CCOC(=O)CC(=O)CSc1nc2ccccc2c(=O)n1-c1ccc(C(=O)NCCOC)cc1	3	1	/	0	9	2	-3	/
COc1ccc(-c2[nH]ncc2CN(C)C(C)c2ccon2)cc1F (stereo not given)	80*	0	-1.3	/	-19	/	-3	-3
Nc1nc(-c2ccccc2Br)cs1	9	/	/	-2	5	-2	-10	/
COc1cc2c(cc1OC)-c1cc(NC3CCCCCC3)nc(=O)n1CC2	7	14	/	-1	-1	-5	-23	/
CCCCNC(=O)COCc1cc(-c2ccc3c(c2)OCO3)on1	4	1	-3.5	-3	-4	-2	/	7
CC(C)c1ccc(S(=O)(=O)Nc2ccc(O)c(Sc3ncn[nH]3)c2)cc1	/	/	0.8	-1	-10	-4	-7	-4
COc1ccc(S(=O)(=O)N(C)C[C@@H]2OCCCC[C@H](C)Oc3ccc(NC(=O)C4CCCCC4)cc3C(=O)N([C@H](C)CO)C[C@@H]2C)cc1	-8	4	0.3	0	/	0	0[16.7 µM]	-33
COc1ccc(/C=N/NC(=O)C(C)n2cnc3ccccc3c2=O)cc1OC (stereo not given)	-2	4	1.7	2	/	1	-2	/
Cc1cccc(/C=N/NC(=O)c2c(-c3ccccc3)noc2C)c1O	/	/	6.5	-1	5	3	8	-25
c1ccc(-n2nnnc2SCc2cccc3nsnc23)cc1	0	-1	/	-2	20	-8	-3	7
Cc1c(C(=O)Nc2ccccc2)oc2c1C(=O)CC(C)(C)C2	6	8	/	-2	-4	/	-4	17
CC(C)C#Cc1ccc2c(c1)O[C@H](CN(C)Cc1ccccn1)[C@H](C)CN([C@@H](C)CO)S2(=O)=O	-8	8	-2.2	6	-29	0	41[16.7 µM]	-10
COc1ccc(CN(C)C[C@H]2OCCCC[C@H](C)Oc3ccc(NC(=O)Nc4ccc5c(c4)OCO5)cc3C(=O)N([C@H](C)CO)C[C@@H]2C)cc1	2	7	3.2	1	/	1	0[16.7 µM]	-25
CCOC(=O)/C(N=Nc1ccc(F)cc1)=C(/O)c1ccc([N+](=O)[O-])cc1	-8	/	/	1	/	4	4	/
O=C(NCCc1ccc(Cl)cc1Cl)c1cc([N+](=O)[O-])c[nH]c1=O	/	13	-0.4	1	-24	-4	-4	3
O=C(N/N=C/C=C\c1ccccc1[N+](=O)[O-])c1cccnc1	?	-8	0.0	6	-4	0	1	2
Cc1ccccc1NC(=O)Nc1nnc([C@@H]2C[C@H](O)[C@@H](CO)O2)s1	/	7	0.6	2	6	4	/	6
CCCOc1cccn2c(N(C=O)Cc3ccc(OC)cc3)c(CC)nc12	/	7	2.0	0	2	-4	3	-1
O=C(c1ccccc1F)N1CC[C@H]2[C@H](CO)Nc3ccc(C#Cc4ccc(F)cc4)cc3[C@H]21	-12	11	-1.1	/	/	/	/	-8
O=C1OC(N2C(=O)CC[C@H]2C(=O)Nc2cccc(F)c2)c2ccccc21 (stereo not given in full)	0	/	-5.3	1	-6	-7	1	-1
COc1ccc(-n2c(Cc3cc(=O)[nH]c(=O)[nH]3)nnc2SCC(=O)NC2CCCC2)cc1	/	10	-1.0	-11	-3	5	2	-6
CCn1c(NC(=O)c2cccs2)nc2ccccc21	-29	3	/	3	-1	-3	16	/
Cc1ccc(OCC(O)Cn2c(=N)n(Cc3ccccc3)c3ccccc32)cc1 (stereo not given)	-36	9	/	4	-21	8	-90	/
C[C@H](CO)N1C[C@H](C)[C@@H](CN(C)C(=O)c2ccccn2)Oc2cc(C#CC3CC3)ccc2S1(=O)=O	-12	-10	0.1	0	-4	-4	34[16.7 µM]	-15
C[C@@H]1CN([C@@H](C)CO)C(=O)c2cc(-c3ccccc3)cnc2O[C@@H]1CN(C)C(=O)c1cccnc1	4	-1	-0.9	-2	-3	2	0[16.7 µM]	7
Cc1ccc(C2=CC(c3ccc(N(C)C)cc3)n3nnnc3N2)cc1 (stereo not given)	/	-5	1.2	7	10	-1	/	10
COC(=O)C1C(=O)c2c([nH]c(C(=O)OCC3CCCO3)c2C)CC1C (stereo not given)	/	-38	-1.6	-4	13	2	-2	-8
CCc1ccccc1OCC(=O)Nc1ccc(N2CCCC2)cc1C	4	-5	0.8	0	-100	7	6	7
Cc1nn(C)cc1NC(=O)C[C@@H]1CC[C@@H]2[C@@H](COc3ccc(NC(=O)NC(C)C)cc3C(=O)N2C)O1	2	-8	-0.8	3	17	1	8[16.7 µM]	5

Single records (already shown). Order of screens: PGC1a acetyl inh	FN deposition inh	CFTR F508del cor	Cneo AK release	Statin myotox sup	PglD DTNB	miR-122 sensor	INS-1E GSIS act
`CCCOc1cccn2c(N(C=O)Cc3ccc(OC)cc3)c(CC)nc12` is listed with /	7	2.0	0	2	-4	3	-1
`C[C@@H]1CN([C@@H](C)CO)C(=O)c2cc(-c3ccccc3)cnc2O[C@@H]1CN(C)C(=O)c1cccnc1` is listed with 4	-1	-0.9	-2	-3	2	0[16.7 µM]	7
`O=C1OC(N2C(=O)CC[C@H]2C(=O)Nc2cccc(F)c2)c2ccccc21` (stereo not given in full) is listed with 0	/	-5.3	1	-6	-7	1	-1

Following part
SMILES	PGC1a acetyl inh	FN deposition inh	CFTR F508del cor	Cneo AK release	Statin myotox sup	PglD DTNB	miR-122 sensor	INS-1E GSIS act
Cc1ccc2c(C)c(C(=O)N3CCC(N4CCC(C(=O)NC5CC5)CC4)CC3)oc2c1	7	-6	3.0	5	14	6	-6	-18
COCCNC(=O)c1ccccc1NC(=O)CN(c1ccc2c(c1)OCO2)S(C)(=O)=O	/	/	/	-5	-10	4	11	/
O=C(O)/C=C/C(=O)NNC(=O)c1ccc(Br)cc1	0	-2	0.0	-2	7	-3	-4	-8
CSc1nnc(SCC(=O)Nc2ccc3[nH]c(=O)[nH]c3c2)s1	/	4	0.0	3	-1	-2	/	-1
Cc1cc(C)c(C)c(S(=O)(=O)NC2CCN(Cc3ccccc3)CC2)c1C	/	-1	3.4	4	-3	-1	216*	-20
O=S(=O)(c1cc(Cl)ccc1Cl)N1CCc2ccccc21	6	-14	0.9	1	-12	2	12	46
C[C@@H]1CN([C@H](C)CO)C(=O)c2cc(C3=CCCCC3)cnc2O[C@H]1CN(C)S(C)(=O)=O	-19	/	0.1	/	26	/	-4[16.7 µM]	-1
Cc1nnc(SCc2cnc(-c3ccccc3)o2)[nH]c1=O	-5	-9	/	0	-5	-1	-3	/
COC(=O)/C(=C\Nc1ccc(OC)cc1)NC(=O)c1ccc(Cl)cc1Cl	-3	/	/	-1	/	-3	-1	/
O=C(Cc1ccccc1)Nc1ccccc1C(=O)N1CCCCCC1	/	2	0.1	-1	-1	4	5	3
O=C(c1ccc(Br)cc1)C1CCc2occc2C1=O (stereo not given)	-3	-8	/	4	-1	-5	1	/
CCc1cc(=O)oc2c(C)c(OCC(=O)N3CCC[C@@H]3C(=O)O)ccc12	1	/	2.3	2	6	6	2	-6
CCc1nc2ccc(C(=O)NCCC(C)C)cn2c1N(CC)CCN(C)C	/	-1	-0.3	0	-3	0	1	8
C[C@H]1CN([C@@H](C)CO)C(=O)CCCn2nncc2CO[C@H]1CN(C)C(=O)C1CCCCC1	4&3	-8	-0.2&-1.0	0&0	3&4	-1&-4	-3	7&7
C[C@@H]1CN([C@H](C)CO)C(=O)c2cccc(NS(C)(=O)=O)c2O[C@H]1CN(C)S(=O)(=O)c1ccccc1	/	/	-0.8	59	/	3	4[16.7 µM]	19
CCOC(=O)C1(CCCc2ccccc2)CCN(C(=O)c2cnc(C)cn2)CC1	-22	0	-2.4	51	8	4	-11	-6
Cc1cccc(NC(=O)COC(=O)C2C3CC4OC(=O)C2C4C3)c1C (stereo not given)	5	3	0.4	/	5	/	-3	6
CC(OC(=O)CCOc1ccccc1)C(=O)NC1CC1 (stereo not given)	/	3	1.3	0	0	-2	-2	23
CC(C)(C)c1cc(NCc2ccccn2)n2ncc(-c3ccc(Cl)cc3)c2n1	-11	-10	-0.1	4	/	5	-4	/
CC1(C)CC(=O)C(C(C2=C(O)CC(C)(C)CC2=O)c2ccco2)C(=O)C1 (stereo not given)	-13	/	/	1	-9	-3	2	/
O=C(CCCC1=NS(=O)(=O)c2ccccc2N1)N1CCN(c2ccc([N+](=O)[O-])cc2)CC1	-4	-2	-0.4	0	5	-5	5	-12
COc1ccc(S(=O)(=O)N(C)C[C@@H]2Oc3c(NC(=O)c4nc5ccccc5s4)cccc3C(=O)N([C@@H](C)CO)C[C@H]2C)cc1	2	0	-1.3	/	/	/	-3[16.7 µM]	0
COc1ccc(S(=O)(=O)N(C)C[C@@H]2OCc3ccccc3-c3ccccc3C(=O)N([C@H](C)CO)C[C@@H]2C)cc1	-5	8	-2.1	-2	-28	-1	/	-15
